# GLP-1R inv ag = GLP-1 receptor (human) inverse agonism. Potency, µM (top dose mostly 38.3 µM), without a hit: at the highest dose activity change, negative = inhibition, actives largely listed as inhibitors. AID 624417. HEK293 GLP-1R CRE-luciferase, luminescence, 24 h; GLP-1R form is constitutively active. 410,000 tested, 1.6% active. P43220; also: % is scaled to controls: 0 for no effect and ±100 for the full control effect; nearly all actives have a fitted effect of over 55% in size
# Target sequence (P43220 whole entry, looked up): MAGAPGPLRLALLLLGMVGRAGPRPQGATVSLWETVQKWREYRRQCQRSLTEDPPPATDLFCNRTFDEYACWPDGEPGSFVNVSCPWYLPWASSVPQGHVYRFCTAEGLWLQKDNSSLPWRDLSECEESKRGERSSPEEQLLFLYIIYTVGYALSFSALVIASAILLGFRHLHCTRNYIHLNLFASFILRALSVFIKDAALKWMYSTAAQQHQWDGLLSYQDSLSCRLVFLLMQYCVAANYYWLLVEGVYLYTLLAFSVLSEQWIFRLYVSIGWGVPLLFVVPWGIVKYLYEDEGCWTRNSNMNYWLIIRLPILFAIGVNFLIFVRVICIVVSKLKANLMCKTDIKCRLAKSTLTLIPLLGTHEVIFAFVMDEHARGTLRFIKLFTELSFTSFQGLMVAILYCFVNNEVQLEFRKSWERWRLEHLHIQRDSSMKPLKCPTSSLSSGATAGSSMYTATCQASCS
#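 HEK293 cells stably co-expressing constitutively active GLP-1R and a cAMP-responsive luciferase reporter were seeded in DMEM with 10% Nu serum, given compounds after 12 h, and incubated 24 h at 37 deg C. Luminescence was then read.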
# TDP43 rescue = rescues yeast growth from TDP-43 toxicity; TDP-43 expressing yeast growth rescue, BacTiter-Glo, 24 h; 410,000 tested, 1.8% active; Potency, µM (doses to about 46.1 µM), for the others: top-dose growth rescue (activation), actives largely listed as activators; also: % of control where 0% means no effect; nearly all actives have a fitted effect of over 50% in size
#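 Readout is BacTiter-Glo luminescence of cell growth, so inhibitors register as activators. TDP-43-expressing yeast at OD600=0.02 in galactose medium, after raffinose pregrowth to mid-log, were incubated with compound for 24 hr at 30 deg C.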
# GLP1R cytotox = cytotoxicity counter-screen for GLP-1 receptor inverse agonists. 410,000 tested, 0.13% active. HEK293 cAMP-luciferase reporter cells, luminescence, 24 h. Potency, µM (series often up to 38.3 µM), inactives show top-dose activity change, negative = inhibition, hits mostly inhibitors;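 also: loss of luciferase light is scored as toxicity; % is scaled to controls: 0 for no effect and ±100 for the full control effect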
#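 MLSMR compounds, 24 hr on cells at 37 deg C/5% CO2; luminescence after luciferase reagent (12 min RT). Inhibition counted as the undesired cytotoxic outcome.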
# An asterisk follows results filed as active; ? = inconclusive; [ ] = dose if it differs, or a comment. Calls follow the shape of the dose curve; as a rule, active = well fitted curve in the direction sought with a large enough effect; inconclusive = small, poorly fitted or top-dose-only effect, or another doubt; inactive = no such curve, though single readings can be large; an effect the other way counts as inactive or inconclusive. Potency is read from the fitted curve at half-maximal effect. Only part of the results is shown. The share of hits here may be higher or lower than overall.
SMILES,GLP-1R inv ag,TDP43 rescue,GLP1R cytotox
CCC1CN(C(=O)N2CCC(C(=O)NCCN(CC)CC)CC2)c2ccccc2O1 (centres undefined),17%,-3%,-4%
O=C(c1ccc2c(c1)OCCO2)N(Cc1cccnc1)c1nc2c(Cl)cccc2s1,?,22µM*,3%
O=C(Nc1cccc(Cl)c1)c1cnc2sc(N3CCCC3)nn2c1=O,-18%,5%,-1%
Cc1oc2c(c(C)cc3oc(=O)c(CC(=O)NCCc4ccc(Cl)cc4)c(C)c32)c1C,9%,0%,20%
COc1ccc(Cl)cc1NC(=O)CN1C(=O)CSc2ccc(S(=O)(=O)N3CCCC3)cc21,?,-6%,-7%
CCOc1ccc(N2CC(NC(=O)c3ccc(S(=O)(=O)N4CCOCC4)cc3)CC2=O)cc1 (centres undefined),4%,23%,4%
COc1ccc(C)cc1NC(=O)C1CCC(CNS(=O)(=O)c2ccc3c(c2)CCCC(=O)N3)CC1 (centres undefined),-10%,16%,10%
COc1ccc(-c2cc(C(=O)Oc3cccc(C)c3C)c3ccccc3n2)cc1,1%,-3%,1%
CCOC(=O)c1c(-c2ccc(Br)cc2)csc1NC(=O)c1ccc(C(C)(C)C)cc1,0%,24%,15%
CN(C)CCNC(=O)c1ccc(Cn2c(=O)c3cccn3c3cccnc32)cc1,27%,8%,0%
O=C(CCn1c(=O)c2cccn2c2cccnc21)N1CCN(c2ccccc2)CC1,12%,17%,-1%
Cc1cc(C)cc(NC(=O)Cn2c(=O)n(C(C)C)c(=O)c3oc4ccccc4c32)c1,3%,12%,1%
COc1ccc(CNC(=O)c2cc(-c3ccc(OC)c(OC)c3)nc3n[nH]c(-c4ccc(C)cc4)c23)cc1,4%,7%,-15%
CC(=O)Nc1ccc(NC(=O)c2oc3c(c2C)-c2nn(Cc4ccccc4Cl)cc2CC3)cc1,?,10%,?
Cc1ccc(C2CCN(C(=O)Nc3ccc(C)c(C)c3)C2)cc1 (centres undefined),11%,?,3%
O=C(NCc1cccs1)c1ccc(Cn2c(SCc3cccc(F)c3)nc3cccnc32)cc1,?,11%,-18%
Cc1c(NC(=O)Cc2ccccc2)cccc1-c1nc2cccnc2s1,2%,22%,4%
Cc1cccc(CC(=O)Nc2cccc(-c3nc4cccnc4s3)c2)c1,9%,?,-1%
COc1cc(OC)cc(C(=O)NCC(c2cccs2)S(=O)(=O)c2ccc(F)c(C)c2)c1 (centres undefined),4%,10%,-7%
CCc1ccccc1NS(=O)(=O)c1ccc2oc(=O)c3ncn(C)c3c2c1,?,-11%,?
Cc1cccc(NC(=O)c2oc3c(c2C)-c2[nH]ncc2CC3)c1C,0%,0%,0%
O=C(Cn1ncc2c(Cl)cccc21)NCc1cccc(F)c1,-8%,23%,5%
COc1cccc(N2CCN(C(=O)c3c(C)oc4ncnc(N5CCOCC5)c34)CC2)c1,0%,21%,-5%
COc1ccccc1OCC(=O)N(Cc1ccco1)Cc1ccccc1F,?,11%,3%
CC(NC(=O)c1ccc2c(c1)sc1nc(-c3ccccc3)cn12)C12CC3CC(CC(C3)C1)C2 (centres undefined),7%,8%,-2%
CC1=C(c2ccc(C)cc2)S(=O)(=O)NC1=NCc1cccc(F)c1,-7%,10%,0%
COc1ccc(NC(=O)c2sc3nc[nH]c(=O)c3c2C)cc1Cl,-9%,16%,-1%
CCOc1ccc(C2C(=O)N(C3CCCCCC3)CC(=O)N2CCc2ccc(OC)c(OC)c2)cc1OC (centres undefined),9%,8%,16%
COc1ccc2nc(N3CCN(C(=O)c4ccco4)CC3)sc2c1,1%,20µM*,2%
COc1ccc(OC(=O)c2nc(SCc3ccc(C)cc3)ncc2Cl)cc1,-3%,4%,13%
COc1cc(C(=O)N2CCc3c([nH]c4ccccc34)C2c2ccc(C)cc2)cc(OC)c1OC (centres undefined),?,2%,-14%
COc1ccc(-c2cn3cccnc3n2)cc1NC(=O)COc1ccccc1,-9%,0%,-23%
CCOc1cc2sc(N3CCC(C(=O)Nc4ccc(C(C)C)cc4)CC3)nc2cc1Br,53%[activator],23%,5%
Cc1cc(Nc2ccc(Cl)cc2C)nc(-n2nc(C)cc2C)n1,20%,12%,1%
CCCCOc1ccc(CNC(=O)c2cnc3sc(N4CCCCCC4)nn3c2=O)cc1,6%,11%,-6%
Cc1cccc(S(=O)(=O)Nc2cccc(-c3ccc(N4CCCCC4)nn3)c2)c1,?,0%,-13%

# Next section; it opens with the 4 that closed the last part.
SMILES,GLP-1R inv ag,TDP43 rescue,GLP1R cytotox
CCOc1cc2sc(N3CCC(C(=O)Nc4ccc(C(C)C)cc4)CC3)nc2cc1Br,53%[activator],23%,5%
Cc1cc(Nc2ccc(Cl)cc2C)nc(-n2nc(C)cc2C)n1,20%,12%,1%
CCCCOc1ccc(CNC(=O)c2cnc3sc(N4CCCCCC4)nn3c2=O)cc1,6%,11%,-6%
Cc1cccc(S(=O)(=O)Nc2cccc(-c3ccc(N4CCCCC4)nn3)c2)c1,?,0%,-13%
Cc1nc2c(C(=O)NCc3ccccc3)c[nH]n2c(=O)c1Cc1ccccc1Cl,?,0%,-13%
COC(=O)c1ccc(NC(=O)CC2C(=O)N(c3ccccc3)C(=O)N2Cc2ccc(F)cc2)cc1 (centres undefined),-17%,6%,-2%
O=S(=O)(c1cccc(F)c1)N1CCC(Oc2ccc(-n3cnnn3)cc2)CC1,16%,17%,5%
Cc1ccc(C)n1-c1nnc(N2CCC(C(=O)NCc3ccccc3Cl)CC2)s1,2%,8%,-3%
COc1ccc(C2C(=O)N(C3CCCCCC3)CC(=O)N2CCc2ccccc2)cc1 (centres undefined),6%,-21%,-2%
CCOC(=O)CC(NS(=O)(=O)c1ccc2[nH]c3c(c2c1)CCCC3)c1ccccc1Cl (centres undefined),?,20µM*,-4%
Cc1cccc(NC(=O)N2CCC3(CC2)Oc2ccccc2C(=O)N3Cc2ccccc2F)c1C,4%,18%,-1%
COCCCn1c(=O)c2sccc2n2c(CCCC(=O)Nc3cc(C)cc(C)c3)nnc12,3%,15%,-2%
CCOc1cc(Cl)c(S(=O)(=O)n2cc(C)nc2CC)cc1Cl,?,?,8%
COc1ccccc1CNC(=O)c1cc(Sc2cccc(Cl)c2)nc2ccccc12,-19%,26%,0%
CCC1CCc2nc3sc(C(=O)Nc4ccc(C)cc4)c(N)c3cc2C1 (centres undefined),12%,22%,8%
COc1ccc(NC(=O)c2nnn(CC(=O)Nc3cccc(C)c3C)c2N)c(OC)c1,5%,17%,1%

# Six compounds from above with just TDP43 rescue:
Molecule | TDP43 rescue
Cc1cc(C)cc(NC(=O)Cn2c(=O)n(C(C)C)c(=O)c3oc4ccccc4c32)c1 | 12%
COc1ccc(CNC(=O)c2cc(-c3ccc(OC)c(OC)c3)nc3n[nH]c(-c4ccc(C)cc4)c23)cc1 | 7%
CC(=O)Nc1ccc(NC(=O)c2oc3c(c2C)-c2nn(Cc4ccccc4Cl)cc2CC3)cc1 | 10%
Cc1ccc(C2CCN(C(=O)Nc3ccc(C)c(C)c3)C2)cc1 (centres undefined) | ?
O=C(NCc1cccs1)c1ccc(Cn2c(SCc3cccc(F)c3)nc3cccnc32)cc1 | 11%
Cc1c(NC(=O)Cc2ccccc2)cccc1-c1nc2cccnc2s1 | 22%

# The list goes on.
SMILES,GLP-1R inv ag,TDP43 rescue,GLP1R cytotox
COc1ccc(N2CC(NC(=O)c3ccc(S(=O)(=O)N4CCOCC4)cc3)CC2=O)cc1 (centres undefined),5%,11%,-2%
CCCC(=O)Nc1ccc2c(c1)nc(CN1CCN(C(=O)OCC)CC1)n2C(C)C,?,-6%,?
Cc1cccc(C)c1NC(=O)CCCn1c(=O)c2cccn2c2ccccc21,3%,10%,-4%
Cc1ccc(S(=O)(=O)NCCc2cn3ccsc3n2)cc1,7%,9%,1%
COc1ccc(N2CCN(C(=O)c3cc4c(=O)n(Cc5cccs5)ccc4nc3C)CC2)cc1,-3%,-15%,1%
CC(C)C(=O)N1c2nc(C(C)C)nn2C2(CCCCC2)[C@@H]2CCCC[C@@H]21,13%,-14%,7%
CC1(C(=O)NC2CCCCC2)Cc2ccccc2C(=O)N1Cc1ccccc1Cl (centres undefined),0%,15%,2%
COc1ccc(NC(=O)c2cc(S(=O)(=O)N3CCOCC3)ccc2OC)cc1,-9%,16%,6%
CC(=O)c1ccc(N2CCN(S(=O)(=O)c3ccc(-c4cc(C(F)(F)F)on4)s3)CC2)cc1,0%,4%,2%
Cc1ccc(-c2nc(CCNC(=O)C(=O)Nc3ccc(C)cc3C)cs2)cc1,2%,22%,-5%
CCCCn1c(=O)c2oc3ccccc3c2n(CC(=O)Nc2cccc(Cl)c2C)c1=O,6%,8%,2%
Cc1nc(CC(=O)Nc2ccc(C(N)=O)cc2)cs1,11%,15%,-7%
COc1cc2c(cc1OC)n(Cc1ccc([N+](=O)[O-])cc1)c(=O)n1nc(-c3ccccc3)nc21,0%,-11%,-2%
CCc1cccc(NC(=O)Cn2cc(C(=O)c3ccncc3)c(=O)c3cc(C)c(C)cc32)c1,-27%,6%,-15%
COc1cccc(CSc2nc3cc(C(=O)NC4CCCC4)ccc3c(=O)n2Cc2ccccc2)c1,6%,2%,2%
Cc1nn2c(=O)cc(COC(=O)c3ccccc3NC(=O)C(C)C)nc2s1,-18%,15%,-8%
Cc1cc(C)c2c(n1)sc1c(=O)n(-c3cc(Cl)ccc3C)nnc12,30%,11%,3%
CC(=O)c1cccc(NC(=O)CCn2nc(C)c(S(=O)(=O)N(C)C)c2C)c1,-4%,6%,-5%
CCOc1ccccc1NC(=O)Cc1csc(COc2cccc(C)c2)n1,?,24%,-3%
COc1ccc(C2C(C(=O)Nc3ccccc3)=C(C)Nc3c(C(=O)Nc4ccccc4)cnn32)cc1 (centres undefined),?,-8%,?
CCOC(=O)c1cc(-c2ccccc2)n(CC(=O)NC(C)c2ccccc2)c1C (centres undefined),-8%,14%,-1%
COc1ccc(NC(=O)c2oc3ccc(S(=O)(=O)N4CCC5(CC4)OCCO5)cc3c2C)cc1Cl,8%,18%,2%
CCCOc1ccc(Oc2nc(NCC(C)C)nc(N3CCOCC3)n2)nn1,-6%,10%,-8%
O=C(NCc1ccco1)c1ccc2c(c1)N(Cc1ccccc1)C(=O)c1ccccc1S2,?,15%,1%
CCc1ccc(NC(=O)CSc2nc3ncccc3[nH]2)cc1,1%,21%,-3%
COc1cccc(-n2cc(C(=O)NCc3ccc(C)cc3)c3ccccc3c2=O)c1,?,?,-3%
CCC(C)NC(=O)CN1C(=O)c2cccnc2Oc2ccc(C)cc21 (centres undefined),-4%,-3%,-7%

# Among those listed so far, 2 have bromine:
SMILES,GLP-1R inv ag,TDP43 rescue,GLP1R cytotox
CCOC(=O)c1c(-c2ccc(Br)cc2)csc1NC(=O)c1ccc(C(C)(C)C)cc1,0%,24%,15%
CCOc1cc2sc(N3CCC(C(=O)Nc4ccc(C(C)C)cc4)CC3)nc2cc1Br,53%[activator],23%,5%

# Two compounds drawn at random from the list so far:
SMILES,GLP-1R inv ag,TDP43 rescue,GLP1R cytotox
CCOc1ccccc1NC(=O)Cc1csc(COc2cccc(C)c2)n1,?,24%,-3%
CCc1cccc(NC(=O)Cn2cc(C(=O)c3ccncc3)c(=O)c3cc(C)c(C)cc32)c1,-27%,6%,-15%
